FLuc inh counter = firefly luciferase enzyme inhibitors, primary screen, artefact control for luciferase-based inhibitor screens, biochemical, luminescence, ATPLite | Luciferin 4-monooxygenase (Photinus pyralis), P08659 | AID 1006, 2008 | 10 min | inhibition, % at 10 µM | hit rate 1.5% among 200,000;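 active means inhibition above about 50% when tested at 10 µM, limit read from the data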
TLR4 MyD88 comp = inhibitors of TLR4-MyD88 association in cells, primary screen, cell-based, HeLa CL3-4, BLA complementation, FRET ratio; HeLa CL3-4 TLR4/MyD88 BLA complementation; hit rate 0.18% among 200,000; inhibition, % at 8.4 µM; Toll-like receptor 4 (Homo sapiens) + Myeloid differentiation primary response protein …; in the data active means inhibition above about 25%;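 further: 0% = vehicle and 100% = reference inhibitor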
Target sequence (O00206 whole entry, looked up): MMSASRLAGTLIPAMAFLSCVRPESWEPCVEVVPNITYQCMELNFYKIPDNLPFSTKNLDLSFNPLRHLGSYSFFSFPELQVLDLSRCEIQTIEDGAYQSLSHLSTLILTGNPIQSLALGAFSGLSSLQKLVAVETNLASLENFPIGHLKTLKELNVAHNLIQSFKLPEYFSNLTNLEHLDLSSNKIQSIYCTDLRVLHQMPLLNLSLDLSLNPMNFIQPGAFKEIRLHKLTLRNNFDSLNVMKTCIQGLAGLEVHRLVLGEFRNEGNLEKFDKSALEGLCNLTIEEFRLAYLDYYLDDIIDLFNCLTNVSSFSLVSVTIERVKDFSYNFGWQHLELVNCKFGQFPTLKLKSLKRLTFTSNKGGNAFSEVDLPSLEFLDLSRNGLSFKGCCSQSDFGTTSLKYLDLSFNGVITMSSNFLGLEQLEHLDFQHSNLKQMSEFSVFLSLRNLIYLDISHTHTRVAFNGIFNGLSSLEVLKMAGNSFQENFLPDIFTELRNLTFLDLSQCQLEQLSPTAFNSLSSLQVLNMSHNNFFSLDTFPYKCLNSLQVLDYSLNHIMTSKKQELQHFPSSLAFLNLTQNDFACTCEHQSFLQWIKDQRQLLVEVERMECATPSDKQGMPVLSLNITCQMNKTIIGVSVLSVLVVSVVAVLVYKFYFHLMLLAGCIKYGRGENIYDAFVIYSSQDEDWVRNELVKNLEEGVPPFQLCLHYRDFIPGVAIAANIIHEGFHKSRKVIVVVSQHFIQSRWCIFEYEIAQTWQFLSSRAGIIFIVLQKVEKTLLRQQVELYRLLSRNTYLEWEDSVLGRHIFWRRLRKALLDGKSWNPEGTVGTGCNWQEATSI
Target sequence (Q99836 whole entry, looked up): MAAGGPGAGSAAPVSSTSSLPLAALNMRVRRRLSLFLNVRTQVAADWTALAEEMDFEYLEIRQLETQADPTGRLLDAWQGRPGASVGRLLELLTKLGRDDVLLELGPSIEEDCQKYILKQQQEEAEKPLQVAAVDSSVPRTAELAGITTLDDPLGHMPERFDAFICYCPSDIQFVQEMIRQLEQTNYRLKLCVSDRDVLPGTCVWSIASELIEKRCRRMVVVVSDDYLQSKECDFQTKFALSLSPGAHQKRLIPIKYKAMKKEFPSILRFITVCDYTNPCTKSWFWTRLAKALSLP
NF-kB neuron act = activators of NF-kB expression in neurons, primary screen, cell-based, HTS. human neuronal cells, NF-kB reporter expression; active compounds read high. fold change at 12.5 µM. hit rate 1.6% among 190,000. AID 1239, 2008; in the data active means fold change above about 3.3
APP 5'UTR act = activators of APP 5'UTR luciferase reporter, primary screen, SH-SY5Y cells. activation, % at 2 µM. SH-SY5Y APP 5'UTR luciferase reporter, luminescence; zero percent = DMSO vehicle wells. AID 1276, 2008. hit rate 1% among 190,000;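 active means activation above a set limit, based on mean plus 3 SD of controls, cut at about 140% in these data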; further: values of inactives mirror those of a sister screen read the other way
Diaph act CS = compounds boosting diaphorase resazurin reduction – biochemical, uHTS, resorufin fluorescence, counter-screen for diaphorase-coupled primary assays, primary screen; Diaphorase/resazurin coupled assay, 16 min; active compounds read high; 1 = vehicle wells, 0 = NADH-free wells; activation factor at 20 µM; hit rate 0.005% among 190,000; AID 1229, 2008;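 active means diaphorase activity raised at least twofold by the compound at 20 µM; inactive means activation factor below 2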
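Material: Clostridium kluyveri diaphorase, purified enzyme; Quantity: enzyme 0.07 U/mL final; Medium: HEPES pH 7.4 buffer with MgCl2 and Tween 20; Dosing: single compound dose of 20 µM, 1% DMSO final; Schedule: 16 min reaction at room temperature; Measured by: red resorufin fluorescence at 544/590 nm excitation/emission.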
Diaphorase inh = diaphorase inhibitors and chemical oxidizers, primary screen, counter-screen for diaphorase-coupled primary assays, biochemical, uHTS, resorufin fluorescence; diaphorase resazurin-to-resorufin fluorescence, NADH, 16 min; bacterial (C. kluyveri) enzyme, not human; AID 1217, 2008; inhibition, % at 20 µM; hit rate 0.69% among 190,000;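 active means primary screen inhibition at 20 µM above a set limit, cut at about 50% in these data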;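 further: plate controls were DMSO with full reaction for no effect and wells lacking NADH for full effect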
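Assay system: diaphorase enzyme from Clostridium kluyveri; Input: enzyme working solution with 0.14 U/mL diaphorase; Timing: 16 min at room temperature; Technique: resorufin fluorescence, excitation 544 nm, emission 590 nm; Benchmarks: positive control minus NADH, DMSO neutral control.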
STAT1 activator = STAT1 signaling activators, primary screen, cell-based, HTS, luciferase reporter. hit rate 2.6% among 200,000. AID 932, 2007. activation (% of control), % at 5.5 µM. NIH 3T3 STAT1-luciferase reporter, IFN-gamma, luminescence; 100% = IFN-gamma alone, no compound;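 active means activation above the screen-wide mean activation plus 3 SD, cut at about 130% in these data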;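 further: raw ratio to IFN-gamma control signal so 100% means no change and 0% no light; values of inactives mirror those of a sister screen read the other way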
APP 5UTR inh = inhibitors of APP translation via 5'UTR reporter, primary screen, APP 5'UTR luciferase, SH-SY5Y cells | SH-SY5Y APP 5'UTR-luciferase reporter, luminescence | inhibition, % at 2 µM | hit rate 0.82% among 190,000 | AID 1285, 2008;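 active means inhibition above a set limit, derived from the sample mean plus 3 SD, cut at about 45% in these data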; further: values of inactives mirror those of a sister screen read the other way
G6PDH CS = L. mesenteroides G6PDH inhibitors, counter-screen for G6PDH-coupled screening assays, biochemical, Leuconostoc mesenteroides enzyme; AID 1020, 2008; hit rate 0.12% among 200,000; Purified L. mesenteroides G6PDH, diaphorase/resazurin coupled fluorescence, 45 min; inhibition, % at 5 µM; glucose-6-phosphate dehydrogenase [Leuconostoc mesenteroides]; in the data active means inhibition above about 50%
FLuc stim CS = FLuc activators, initial screening, artefact control for FLuc-dependent activation tests, biochemical, ATPlite luminescence; activation factor at 10 µM; 200,000 tested, under 10 active; ATPlite luciferase biochemical, 10 min; 0 = ATP-free wells, 1 = DMSO control; Luciferin 4-monooxygenase (Photinus pyralis), P08659;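 active means luciferase activation factor, scaled between plate controls, of at least 2 with compound at 10 µM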
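System: luciferase plus luciferin reagent, cell-free; medium: PBS as buffer for the ATP substrate; dosing: test compounds dosed from 2 mM stocks in 100% DMSO; timing: 10 min post-reagent at room temperature; measured by: luminescence measurement of luciferase light output; evaluation: luciferase activation, seen as luminescence increase over controls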
* marks the source's active call; other numbers are inactive results. Compounds were not picked by outcome, and some 5.6% of all compounds hit somewhere here.

Results for COc1ccc(OCC(=O)OCC(=O)NCc2ccco2)cc1 ?
FLuc inh counter: -8; TLR4 MyD88 comp: -2; NF-kB neuron act: 1.2; APP 5'UTR act: 4; Diaph act CS: 1; Diaphorase inh: 3; STAT1 activator: 98; APP 5UTR inh: -4; G6PDH CS: -5; FLuc stim CS: 1.1

What do the screens show for `COc1ccc(CCN2C(=NC(=O)CCC(=O)O)SC3CS(=O)(=O)CC32)cc1` (centres undefined)?
FLuc inh counter: 1; TLR4 MyD88 comp: -1; NF-kB neuron act: 1.1; APP 5'UTR act: 8; Diaph act CS: 1; Diaphorase inh: -4; STAT1 activator: 102; APP 5UTR inh: -8; G6PDH CS: 18; FLuc stim CS: 1

Results for COc1ccc(C(CCc2ccc(C)o2)NC(=O)Nc2ccc(OC)cc2OC)cc1 (centres undefined) ?
FLuc inh counter: -5; TLR4 MyD88 comp: 0; NF-kB neuron act: 0.57; APP 5'UTR act: 4; Diaph act CS: 0.9; Diaphorase inh: 11; STAT1 activator: 100; APP 5UTR inh: -4; G6PDH CS: 1; FLuc stim CS: 1

How did Cc1ccccc1-c1cnn(-c2cccc([N+](=O)[O-])c2)c1N do in these assays?
FLuc inh counter: 6; TLR4 MyD88 comp: 15; NF-kB neuron act: 1.2; APP 5'UTR act: 8; Diaph act CS: 1.1; Diaphorase inh: -5; STAT1 activator: 107; APP 5UTR inh: -8; G6PDH CS: -4; FLuc stim CS: 0.9

What do the screens show for `CCOc1ccc(-c2nc(CSCC(=O)N3CCN(c4cccc(OC)c4)CC3)c(C)o2)cc1`?
FLuc inh counter: 0; TLR4 MyD88 comp: -2; NF-kB neuron act: 0.34; Diaph act CS: 0.8; Diaphorase inh: 21; STAT1 activator: 91; G6PDH CS: 2; FLuc stim CS: 1

Results for C=CCOc1cccc(C2C(C(=O)c3ccc(C)o3)=C(O)C(=O)N2CCN(C)C)c1 (centres undefined) ?
FLuc inh counter: -6; TLR4 MyD88 comp: -4; NF-kB neuron act: 1.1; APP 5'UTR act: -1; Diaph act CS: 0.9; Diaphorase inh: 14; STAT1 activator: 100; APP 5UTR inh: 1; G6PDH CS: 4; FLuc stim CS: 1.1

Results for CC(C)(C)NC(=O)NC(=O)COC(=O)CCC1CCCCC1 ?
FLuc inh counter: -3; TLR4 MyD88 comp: 5; NF-kB neuron act: 1.1; APP 5'UTR act: -61; Diaph act CS: 1; Diaphorase inh: -4; STAT1 activator: 96; APP 5UTR inh: 62*; G6PDH CS: 0; FLuc stim CS: 1

How did O=C(NC1CC1)C1=C[C@@H](c2ccc(Br)cc2)C[C@@H](OCCCCO)O1 do in these assays?
FLuc inh counter: -4; TLR4 MyD88 comp: -8; NF-kB neuron act: 1.2; APP 5'UTR act: 5; Diaph act CS: 1; Diaphorase inh: 5; STAT1 activator: 104; APP 5UTR inh: -5; G6PDH CS: 3; FLuc stim CS: 1

Results for CCNC(=O)CSc1nc2ccccc2c(=O)n1-c1cccc(OC)c1 ?
FLuc inh counter: -3; TLR4 MyD88 comp: -4; NF-kB neuron act: 1.5; APP 5'UTR act: 2; Diaph act CS: 0.9; Diaphorase inh: 6; STAT1 activator: 96; APP 5UTR inh: -2; G6PDH CS: 3; FLuc stim CS: 1

What do the screens show for `O=S(=O)(NC1CC1)c1ccc(S(=O)(=O)N2CCCC(c3nc(-c4cccnc4)no3)C2)cc1` (centres undefined)?
FLuc inh counter: 2; TLR4 MyD88 comp: 14; NF-kB neuron act: 0.85; APP 5'UTR act: -6; Diaph act CS: 1; Diaphorase inh: -5; STAT1 activator: 95; APP 5UTR inh: 6; G6PDH CS: 7; FLuc stim CS: 1

Results for CC(=O)Nc1ccc(OCC(O)Cn2c(CO)nc3ccccc32)cc1 (centres undefined) ?
FLuc inh counter: -8; TLR4 MyD88 comp: -6; NF-kB neuron act: 1; APP 5'UTR act: 7; Diaph act CS: 0.9; Diaphorase inh: 14; STAT1 activator: 104; APP 5UTR inh: -7; G6PDH CS: -1; FLuc stim CS: 1.1

What do the screens show for `COCCCNC(=O)C1CCC(=O)N1Cc1ccccc1Cl` (centres undefined)?
FLuc inh counter: -6; TLR4 MyD88 comp: -10; NF-kB neuron act: 1.1; Diaph act CS: 0.9; Diaphorase inh: 10; STAT1 activator: 100; G6PDH CS: 0; FLuc stim CS: 1.1

Results for O=C(c1ccccc1[N+](=O)[O-])n1cnc2ccccc21 ?
FLuc inh counter: -6; TLR4 MyD88 comp: 7; NF-kB neuron act: 0.9; APP 5'UTR act: 15; Diaph act CS: 0.8; Diaphorase inh: 18; STAT1 activator: 103; APP 5UTR inh: -15; G6PDH CS: 2; FLuc stim CS: 1.1

Results for Cc1c(NC2=CC(=O)CC(C)(C)C2)ccc([N+](=O)[O-])c1C ?
FLuc inh counter: -6; TLR4 MyD88 comp: -10; NF-kB neuron act: 0.9; APP 5'UTR act: 14; Diaph act CS: 0.9; Diaphorase inh: 11; STAT1 activator: 98; APP 5UTR inh: -14; G6PDH CS: 8; FLuc stim CS: 1.1

Results for O=C(CC(=O)NC1CCCCC1)N/N=C/c1cccc2ccccc12 ?
FLuc inh counter: -5; TLR4 MyD88 comp: 1; NF-kB neuron act: 1.2; APP 5'UTR act: -8; Diaph act CS: 0.9; Diaphorase inh: 6; STAT1 activator: 97; APP 5UTR inh: 8; G6PDH CS: -13; FLuc stim CS: 1.1

Results for COc1ccc(OC)c(NC(=O)C2C3CC4OC(=O)C2C4C3)c1 (centres undefined) ?
FLuc inh counter: -10; TLR4 MyD88 comp: -11; NF-kB neuron act: 1.1; APP 5'UTR act: 3; Diaph act CS: 1; Diaphorase inh: 2; STAT1 activator: 98; APP 5UTR inh: -3; G6PDH CS: 7; FLuc stim CS: 1.1

Results for Cc1nnc(SCC(=O)N2CCC(Cc3ccccc3)CC2)n(N)c1=O ?
FLuc inh counter: -1; TLR4 MyD88 comp: 14; NF-kB neuron act: 1.1; APP 5'UTR act: -7; Diaph act CS: 0.9; Diaphorase inh: 8; STAT1 activator: 106; APP 5UTR inh: 7; G6PDH CS: 8; FLuc stim CS: 1

What do the screens show for `O=c1cc(-c2ccccc2Cl)oc2c([N+](=O)[O-])c(O)cc(O)c12`?
FLuc inh counter: -3; TLR4 MyD88 comp: -12; NF-kB neuron act: 1.1; APP 5'UTR act: 0; Diaph act CS: 0.9; Diaphorase inh: 14; STAT1 activator: 110; APP 5UTR inh: 0; G6PDH CS: 9; FLuc stim CS: 1

Results for O=C(OCC(=O)N1CCN(C(=O)c2ccco2)CC1)C1=COCCO1 ?
FLuc inh counter: -3; TLR4 MyD88 comp: 13; NF-kB neuron act: 1.1; APP 5'UTR act: 11; Diaph act CS: 0.8; Diaphorase inh: 17; STAT1 activator: 107; APP 5UTR inh: -10; G6PDH CS: 4; FLuc stim CS: 1

Results for CC(=O)c1ccc(C(=O)N(CCN(C)C)c2nc3c(Cl)cccc3s2)cc1 ?
FLuc inh counter: -2; TLR4 MyD88 comp: 9; NF-kB neuron act: 1.1; APP 5'UTR act: 6; Diaph act CS: 0.9; Diaphorase inh: 6; STAT1 activator: 105; APP 5UTR inh: -6; G6PDH CS: 3; FLuc stim CS: 1

An excerpt from above in order of molar mass, falling.
Results for C=CCOc1cccc(C2C(C(=O)c3ccc(C)o3)=C(O)C(=O)N2CCN(C)C)c1 (centres undefined) ?
FLuc inh counter: -6; TLR4 MyD88 comp: -4; NF-kB neuron act: 1.1; APP 5'UTR act: -1; Diaph act CS: 0.9; Diaphorase inh: 14; STAT1 activator: 100; APP 5UTR inh: 1; G6PDH CS: 4; FLuc stim CS: 1.1

Results for CC(=O)c1ccc(C(=O)N(CCN(C)C)c2nc3c(Cl)cccc3s2)cc1 ?
FLuc inh counter: -2; TLR4 MyD88 comp: 9; NF-kB neuron act: 1.1; APP 5'UTR act: 6; Diaph act CS: 0.9; Diaphorase inh: 6; STAT1 activator: 105; APP 5UTR inh: -6; G6PDH CS: 3; FLuc stim CS: 1

Results for O=C(CC(=O)NC1CCCCC1)N/N=C/c1cccc2ccccc12 ?
FLuc inh counter: -5; TLR4 MyD88 comp: 1; NF-kB neuron act: 1.2; APP 5'UTR act: -8; Diaph act CS: 0.9; Diaphorase inh: 6; STAT1 activator: 97; APP 5UTR inh: 8; G6PDH CS: -13; FLuc stim CS: 1.1

Other results follow.
How did C=CCNC(=S)NNC(=O)c1ccc(Br)cc1 do in these assays?
FLuc inh counter: -5; TLR4 MyD88 comp: -4; NF-kB neuron act: 1.1; APP 5'UTR act: 3; Diaph act CS: 1; Diaphorase inh: -2; STAT1 activator: 88; APP 5UTR inh: -2; G6PDH CS: -4; FLuc stim CS: 1

How did C(#Cc1ccccc1)C[N+]1(CC#Cc2cccc3ccccc23)CCCC1 do in these assays?
FLuc inh counter: -4; TLR4 MyD88 comp: -23; NF-kB neuron act: 0.55; APP 5'UTR act: 8; Diaph act CS: 0.8; Diaphorase inh: 18; STAT1 activator: 85; APP 5UTR inh: -8; G6PDH CS: 2; FLuc stim CS: 1

Results for CCNc1nc(NCC)nc(N/N=C(\C)c2ccc(OC)cc2)n1 ?
FLuc inh counter: -8; TLR4 MyD88 comp: 5; NF-kB neuron act: 0.86; APP 5'UTR act: 5; Diaph act CS: 1; Diaphorase inh: -3; STAT1 activator: 115; APP 5UTR inh: -5; G6PDH CS: -5; FLuc stim CS: 1.1

How did COc1ccc(Cn2c(=O)c3cccnc3n(Cc3ccc([N+](=O)[O-])cc3)c2=O)cc1 do in these assays?
FLuc inh counter: 6; TLR4 MyD88 comp: -3; NF-kB neuron act: 1.1; APP 5'UTR act: -9; Diaph act CS: 1; Diaphorase inh: -1; STAT1 activator: 99; APP 5UTR inh: 9; G6PDH CS: 9; FLuc stim CS: 0.9

What do the screens show for `O=C(CSc1nnc(-c2ccco2)n1Cc1ccco1)N1CCOCC1`?
FLuc inh counter: -4; TLR4 MyD88 comp: -17; NF-kB neuron act: 1.1; APP 5'UTR act: -8; Diaph act CS: 0.9; Diaphorase inh: 13; STAT1 activator: 97; APP 5UTR inh: 8; G6PDH CS: 5; FLuc stim CS: 1
